Growth percent in the NCI-60 one-dose screen (48 h, 10 µM unless noted): 100 = growth as untreated, 0 = no growth, -100 = all killed.
NCI-H322M – NCI-H322M lung cancer; 2.7% of 80,000 active
COLO 205 – COLO 205 colon cancer; 7.3% of 79,000 active
NCI-H522 – NCI-H522 lung cancer; 8% of 78,000 active
NCI-H23 – NCI-H23 lung cancer. AID 1794731. 4% of 80,000 active
HCT-116 – HCT-116 colon cancer; 7.3% of 82,000 active; AID 1794798
NCI-H226 – NCI-H226 lung cancer; AID 1794732; 3.5% of 79,000 active
NCI/ADR-RES – NCI/ADR-RES ovarian cells; 4.4% of 81,000 active
HCT-15 – HCT-15 colon cancer; 5.2% of 82,000 active
NCI-H460 – NCI-H460 lung cancer; AID 1794736; 6.8% of 82,000 active
Active calls of the source: *; nt = no result given; & = joins results of further samples; ! = not confirmed by another sample; [ ] = dose if it differs, or a comment. How the source made its calls: active means growth percent below 10; inactive means the rest.

SMILES	NCI-H322M	COLO 205	NCI-H522	NCI-H23	HCT-116	NCI-H226	NCI/ADR-RES	HCT-15	NCI-H460
C=C(C)[C@H]1CC/C(C)=C/CC[C@@]2(C)O[C@@H]2CC/C(COC(C)=O)=C\[C@@H]1OC(C)=O	99	152	104	113	98	102	101	120	106
COc1cc2nc(-c3ccc(Cl)cc3)cc(OCCCN3CCCCC3)c2cc1OC	63	16	34	65	23	-9.9*	46	17	26
O=C1/C(=C\c2ccccc2)C(Br)c2ccccc21 (stereo unspecified)	101	112	79	98	nt	97	102	100	101
COc1cc2c(c(OC)c1OC)C(=O)CC(c1cccc(NC(=O)c3cc(NC(=O)[C@@H](N)Cc4ccccc4)ccc3C)c1)O2 (stereo partly specified)	88	110	74	90	70	83	84	65	79
CC(=C(c1ccc(OCCN(C)C)cc1)c1ccc(OCCN(C)C)cc1)c1ccc(Cl)cc1	-3.4*	-50*	-65*	29	-65*	-12*	-50*	-80*	-72*
CCOC(=O)N1CCc2c(sc3nc4nc[nH]n4c(=O)c23)C1	109	102	85	95	96	82	97	102	109
C=C/C=N/Nc1ccc([N+](=O)[O-])cc1[N+](=O)[O-]	93	92	53	94	67	nt	88	60	94
CCCCCCCCC#CCCCCCCCCCCCC(=O)O	105	114	93	98	105	104	103	102	111
C#CCOc1ccc2ncnc(Nc3ccc(NC(=O)CCl)cc3)c2c1	52	-8.0*	-78*	-39*	0.8*	48	7.9*	-32*	-46*
COc1ccc(-c2cc(C(=O)N=Nc3c(O)[nH]c4ccc(Br)cc34)c3ccccc3n2)cc1	70	53	58	5.6*	17	51	43	-61*	5.2*
Cc1ccc(S(=O)(=O)CC(=O)Nc2ccc(S(N)(=O)=O)cc2)cc1	112	110	91	106	103	105	114	111	111
COc1ccc(CCC2c3c(cc4c(c3OC)OCO4)CCN2C)cc1 (stereo unspecified)	1.0*	-73*	-81*	-49*	-58*	-59*	-55*	-16*	-90*
Cc1ccc(C(C)C)c(O)c1C(=O)O	102	108	97	97	108	104	101	107	101
Nc1ccccc1Nc1ccccc1	93&87	104&125	-2.1*!	96&100	89&87	87&99	85&88	83&87	104&94
COc1ccc(NCc2nnc(-c3ccc(F)cc3)o2)cc1	98	93	71	90	86	89	100	103	103
COc1ccc(/C=C2/Oc3c(c(OC)c4ccoc4c3CN3CCOCC3)C2=O)cc1	94	104	74	90	68	85	86	88	81
Cc1ccc(S(=O)(=O)Oc2ccc(NC(=O)C3CCCCC3)cc2)cc1	nt	90	70	84	78	80	77	35	87
O=C1CCC(C(=O)NNc2ccccc2)N1 (stereo unspecified)	91	102	70	88	86	91	84	64	99
CCn1cc(C(=O)N[C@H]2C(OC(C)=O)[C@@H](OC(C)=O)C(COC(C)=O)O[C@H]2OC(C)=O)c(=O)c2ccc(C)nc21 (stereo partly specified)	106	116	96	105	98	109	103	100	106
CC(=O)Nc1ccc(O)c(Br)c1	108	105	82	89	100	109	101	100	106
CCN(CC)CCSc1nc2ccccc2n1C	278	nt	80	89	91	106	100	97	100
CCO/C=N/C1=C(C#N)C(c2ccc(OC)cc2)c2sc3c(F)cccc3c2O1 (stereo unspecified)	51	39	0.1*	49	34	63	17	21	13
Cc1cc(C(=O)Nc2cc(Nc3ncccc3-c3ncnc4nc[nH]c34)ccc2F)cc(C(C)(C)C#N)c1	57	13	54	19	14	40	50	43	33
COc1ccc(/C=C(\C#N)C(=O)N2c3ccccc3Sc3ccc(SC)cc32)cc1F	90	111	84	91	91	89	93	95	94
COC(=O)c1ccccc1I	108	112	103	99	98	94	97	96	105
CC(=O)c1ccc(NC(=O)CSc2nc3c([nH]2)c(=O)n(C)c(=O)n3C)cc1	100	117	90	109	95	100	112	104	100
COC(=O)c1cc(N)nn1C	157	127	nt	97	92	128	101	122	116
Cc1ccc(S(=O)(=O)C/C(=N/Nc2ccc(S(N)(=O)=O)cc2)c2cc3ccccc3oc2=O)cc1	103	nt	95	105	107	nt	106	107	99
COC(=O)CSC(=O)N(c1ccccc1)c1ccccc1	103	109	94	108	105	100	101	97	105
COc1ccc(OC)c(-c2c(C#N)c(-c3ccc(C)cc3)nc3c2c(-c2ccccc2)nn3-c2ccccc2)c1	98	102	86	102	105	96	102	101	105
COc1ccc(/C=C/c2c(C(C)=O)c(=O)[nH]c3ccccc23)cc1	93	106	76	84	86	69	79	98	92
Cc1c(Cl)cccc1S(=O)(=O)Nc1nc2c(s1)CN(Cc1ccccc1)CC2	106	106	91	97	96	104	105	91	100
O=C(C1=Cc2cc3ccccc3n2Cc2cnnn21)c1ccc(Br)cc1	85	107	51	99	86	83	101	94	95
CCCCCCn1c(=O)c2c(nc(NCCc3ccc(OC)c(OC)c3)n2C)n(C)c1=O	87	nt	79	90	87	84	81	97	94
Cc1ccc(C(F)(F)F)cc1N1CCN(C(=O)[C@H]2C[C@H]2c2cccc(C(F)(F)F)c2)CC1	95	81	67	77	64	80	87	76	79
C[C@]12CCc3c(ccc4cc(O)ccc34)[C@@H]1C[C@H](O)[C@@H]2O	107	109	98	94	104	95	96	108	98
C=C(C)[C@@H]1CC[C@]2(C(=O)O)CC[C@]3(C)[C@H](CC[C@@H]4[C@@]5(C)C[C@@H](CC#Cc6ccccn6)[C@H](O)C(C)(C)[C@@H]5CC[C@]43C)[C@@H]12	94	105	74	84	75	86	99	90	90
Nc1cc(-c2c[nH]c3ccc(Cl)cc23)nc2cc(-c3c[nH]c4ccc(Cl)cc34)nn12	57	93	29	nt	28	71	60	11	12
Cc1nn(-c2ccccc2)c2c1C(c1cc3ccc(Cl)cc3[nH]c1=O)C1=C(CC(C)(C)CC1=O)N2 (stereo unspecified)	81	91	40	90	83	65	89	89	96
CN1CCc2c(sc3nc(-c4c(F)cccc4Cl)[nH]c(=O)c23)C1	101	100	94	107	102	99	102	104	111
O=C(O)C#Cc1ccccc1[N+](=O)[O-]	95	95	111	98	95	92	105	99	103
Cn1cc(-c2nc(-c3c[nH]c4ncccc34)cs2)c2cc(Cl)ccc21	48	80	52	70	32	82	45	31	47
COc1ccc(-c2nc3c4c(-c5ccccc5)cn(-c5ccc(F)cc5)c4ncn3n2)cc1	110	118	96	95	101	77	100	98	104
C/C(=N\O)C(c1ccc(Cl)cc1)c1ccc(Cl)cc1	nt	104	84	87	80	84	91	85	96
CC(C)Cc1ccc(C(C)C(=O)NCc2ccc(Cn3c(=O)sn(CCCCl)c3=O)cc2)cc1 (stereo unspecified)	74&101	-65*!	-52*!	-59*!	-66*!	33&106	-32*!	-36*!	40&105
COc1ccc2oc(=O)cc(-c3nc(-c4ccccc4)c(-c4ccccc4)n3-c3ccc(C(=O)O)cc3)c2c1	102	96	81	80	30	79	78	61	96
CN(C)c1ccnc(SCc2ccc(Cl)cc2Cl)n1	109	126	96	104	99	96	101	102	107
NC(=O)c1nn(-c2ccc(Cl)cc2)nc1N1CCCC1	91	111	88	88	91	86	93	90	98
NC(=O)NC[C@H](N)C(=O)O	103[20 µM]	nt	85[20 µM]	98[20 µM]	105[20 µM]	103[20 µM]	112[20 µM]	104[20 µM]	105[20 µM]
O=C(NCCN1CCOCC1)C(Cl)Cl	99	114	100	100	103	105	102	102	107
COc1ccc(Cc2nn(CC(=O)N/N=C/c3ccc([N+](=O)[O-])cc3)c(=O)c3c(C)noc23)cc1	79	83	76	nt	27	71	74	84	17
CC1(C)C2(C(N)=O)C(=O)NC(=O)C12C(=O)O (stereo unspecified)	99	107	111	105	104	100	108	105	107
CC(Cl)Cc1ccccc1 (stereo unspecified)	109	112	91	93	109	89	96	102	108
COc1cnc2c(c1)C(=O)c1c-2n(CCCN2CCNCC2)c(=O)c2cc(F)ccc12	14	-10*	nt	-3.2*	-82*	-58*	19	2.5*	-58*
O=C(Nc1ncccc1OCc1ccccc1)NC1CCCCCC1	88	103	73	90	58	74	90	81	93
N#CC(c1ccccc1)C(c1ccccc1)c1ccccc1 (stereo unspecified)	97	104	93	97	90	88	98	93	84
NC1=NC2(C(=O)c3ccccc3C2=O)n2c(nc3ccccc32)N1	118	100	85	nt	nt	99	nt	106	112
C=C(C)[C@@H]1CC[C@]2(COC(=O)c3cccnc3)CC[C@@]3(C)[C@]4(C)CC[C@@H](C(=C)C)[C@](C)(CCCN)[C@H]4CC[C@]3(C)[C@@H]12	101	100	83	90	60	94	101	79	89
COc1ccc(NC(=O)c2sc3nc(C)c(C(O)c4ccccc4)cc3c2N)cc1 (stereo unspecified)	57	-5.8*	10	29	21	58	11	25	10
COc1cc2cc(Oc3ccc(NC(=O)Nc4cccc(C(F)(F)F)c4)cc3)c(C)nc2cc1OCCN(C)C	117	98	102	91	83	104	94	25	100
(listing goes on)
SMILES	NCI-H322M	COLO 205	NCI-H522	NCI-H23	HCT-116	NCI-H226	NCI/ADR-RES	HCT-15	NCI-H460
Nc1cccc(Br)c1	106	99	nt	100	103	103	104	103	112
CCOC(=O)N(Cc1ccccc1)Cc1ccccc1	99	102	nt	92	92	103	97	99	109
C=C(NC(=O)C(=C)NC(=O)c1csc(C2=NC3c4csc(n4)C4NC(=O)c5csc(n5)C(C(C)(O)C(C)O)NC(=O)C5CSC(=N5)C(=CC)NC(=O)C(C(C)O)NC(=O)c5csc(n5)C3(CC2)NC(=O)C(C)NC(=O)C(=C)NC(=O)C(C)NC(=O)C(C(C)CC)NC2C=Cc3c(C(C)O)cc(nc3C2O)C(=O)OC4C)n1)C(N)=O (stereo unspecified)	nt	-14*	nt	43	-71*	-60*	86	37	66
Clc1ccc(-c2cn(-c3ccccc3)c(-c3ccccc3)n2)cc1	96	107	55	85	27	81	93	79	104
COc1ccc(/C=C2\CN(C)Cc3c2nc2nc(SC)[nH]c(=O)c2c3-c2ccc(OC)cc2)cc1	115	140	97	99	111	95	99	117	111
COc1cc(C2CC(=O)Nc3c2cnn3C)cc(OC)c1OC (stereo unspecified)	100	110	101	108	100	104	105	107	117
COc1cc(O)c2c(c1)/C=C/C[C@H](O)[C@H](O)C(=O)/C=C\C[C@H](C)OC2=O	64	-5.1*	-61*	-1.4*	-16*	41	9.0*	-48*	23
CCN(CC)CCN(C(=O)C(c1ccccc1)c1ccccc1)c1ccc(OC)cc1	78	83	73	100	87	99	88	98	100
CC1OS(=O)OC1C (stereo unspecified)	94&108	102&112	95&69	96&101	102&105	101&103	100&107	99&94	102&104
COc1cc(/C=C2/Oc3c(c(OC)c4ccoc4c3CN3CCOCC3)C2=O)ccc1O	103	118	85	101	97	94	104	108	104
CCOC(=O)c1c(Cl)c(Cl)c(C(=O)OCC)c(Cl)c1Cl	93	105	86	92	92	99	100	106	101
COc1cc(/C=C(\C#N)C(=O)N2c3ccccc3Sc3ccc(SC)cc32)cc(OC)c1OC	98	nt	85	97	98	96	104	98	97
COC(=O)C(N)C(=O)OC	94	123	101	104	106	98	101	103	108
O=c1oc2ccc(Cl)cc2c(=O)n1-c1ccc(F)cc1F	3.6*	65	-23*	7.5*	7.6*	nt	7.3*	14	7.6*
Cc1nn(-c2ccccc2)c(N2CCCCC2)c1/C=N/NC(N)=S	85	97	78	97	92	79	93	74	90

By substructure, the compounds so far with bromine (five)
SMILES	NCI-H322M	COLO 205	NCI-H522	NCI-H23	HCT-116	NCI-H226	NCI/ADR-RES	HCT-15	NCI-H460
O=C1/C(=C\c2ccccc2)C(Br)c2ccccc21 (stereo unspecified)	101	112	79	98	nt	97	102	100	101
COc1ccc(-c2cc(C(=O)N=Nc3c(O)[nH]c4ccc(Br)cc34)c3ccccc3n2)cc1	70	53	58	5.6*	17	51	43	-61*	5.2*
CC(=O)Nc1ccc(O)c(Br)c1	108	105	82	89	100	109	101	100	106
O=C(C1=Cc2cc3ccccc3n2Cc2cnnn21)c1ccc(Br)cc1	85	107	51	99	86	83	101	94	95
Nc1cccc(Br)c1	106	99	nt	100	103	103	104	103	112

A second format for some results above:
Values run as follows: NCI-H322M | COLO 205 | NCI-H522 | NCI-H23 | HCT-116 | NCI-H226 | NCI/ADR-RES | HCT-15 | NCI-H460
- COc1cc(/C=C(\C#N)C(=O)N2c3ccccc3Sc3ccc(SC)cc32)cc(OC)c1OC
 : 98 | nt | 85 | 97 | 98 | 96 | 104 | 98 | 97
- COC(=O)C(N)C(=O)OC
 : 94 | 123 | 101 | 104 | 106 | 98 | 101 | 103 | 108
- O=c1oc2ccc(Cl)cc2c(=O)n1-c1ccc(F)cc1F
 : 3.6* | 65 | -23* | 7.5* | 7.6* | nt | 7.3* | 14 | 7.6*

New compounds follow.
SMILES	NCI-H322M	COLO 205	NCI-H522	NCI-H23	HCT-116	NCI-H226	NCI/ADR-RES	HCT-15	NCI-H460
COc1ccc([C@H]2[C@H](C(=O)Nc3cccc4c3CCCC4)c3ccccc3C(=O)N2c2ccc(OC)cc2)cc1	98	107	61	90	71	94	98	96	106
COc1cc(C2C(C#N)=C(N)OC3=C2C(=O)c2ccccc2C3=O)ccc1O (stereo unspecified)	103	119	67	79	112	nt	101	83	99
O=S(=O)(NCCCNc1nccc(-c2[nH]c(-c3ccccc3)nc2-c2ccc(Cl)c(O)c2)n1)c1cccc(F)c1	88	88	54	66	35	63	73	39	55
O=C(/C=C/c1cccnc1)c1ccccc1O	135	130	82	94	92	97	97	113	102
CCCCCCCCCCCCCCCCN=C(CC(=O)O)C(=O)O	92	98	88	103	87	99	105	102	83
S=C(Nc1ccc(Cl)c(Cl)c1)N1c2ccccc2-n2cccc2C1c1cccnc1 (stereo unspecified)	98	107	74	108	107	93	106	89	97
O=C(O)c1ccc(-c2nn(-c3ccc(C(=O)O)cc3)cc2/C=N/Nc2nc(-c3ccc(F)cc3)cs2)cc1	104	120	99	104	100	102	105	111	107
CC1COc2c(N3CCN(C)CC3)c(F)cc3c(=O)c(C(=O)N/N=C/c4ccc5c(c4)OCO5)cn1c23 (stereo unspecified)	97	105	105	105	101	100	105	101	113
O=C(O)CC(C(=O)O)C(CC(=O)O)C(=O)O (stereo unspecified)	102	104	88	98	96	94	103	101	102
